Screens: PubChem BioAssay, National Center for Advancing Translational Sciences (NCATS)
IL-1B inflam inh = qHTS for Inhibitors of Inflammasome Signaling: IL-1-beta AlphaLISA Primary Screen | THP-1 LPS/ATP IL-1B secretion, AlphaLISA, 16 h; stronger effect = lower value | hit rate 4.7% among 360,000 | AID 743279, 2014 | activity change, % at 57.5 µM; in the data active means activity change below about -50%; inconclusive means mostly about -30% to -49%; further: on the % scale 0 is the no-effect control and ±100 the full control effect
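Secreted IL-1B measured by AlphaLISA bead assay after 16 h compound exposure of THP-1 cells; compounds (final up to 57.5 uM) added 1 h before LPS (250 ng/mL) and ATP (1.25 mM) stimulation; lower signal means less secretion.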
TGFb SMAD3 inh = qHTS for Inhibitors of TGF-b; HepG2 CAGA-GFP TGF-b/SMAD3 reporter, GFP fluorescence, 18 h; TGF-beta stimulated, 500 pg/mL final; Potency, µM (highest dose often 46.1 µM), without a hit: at the top dose activity, negative = inhibition, most hits filed as inhibitors; hit rate 1.2% among 410,000; further: potency means the concentration at half of the fitted maximal effect; on the % scale 0 is the no-effect control and ±100 the full control effect; nearly all actives have a fitted effect of over 65% in size
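Per well, imaged GFP fluorescence of HEPG2 CAGA-GFP cells gives the signal; cells get compound, then TGF-beta (500 pg/mL final), 18 h at 37 degrees C; %Activity versus -TGF-beta and +DMSO controls.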
HepG2 viability = qHTS for Inhibitors of TGF-b: Cytotox Counterscreen; HepG2 CAGA-GFP viability, ATP luminescence, 18 h; Potency, µM (top dose mostly 46.1 µM), inactives show at the highest dose activity change, negative = cytotoxicity, most hits filed as cytotoxic; hit rate 0.76% among 410,000; AID 588856, 2011; further: potency means the concentration at half of the fitted maximal effect; some results filed as inactive show a strong effect at the top dose
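CellTiter-Glo luminescence gave cytotoxicity after 18 hours at 37 degrees C. The cells were HepG2 CAGA-GFP in 1% FBS DMEM, stimulated with 500 pg/mL TGF-beta after compound addition. %Activity was normalised to no-cell wells (complete cell-killing) and DMSO (no toxicity), and curves were fitted and classified.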
A549 viability = Nrf2 qHTS screen for inhibitors: counterscreen for cytotoxicity. A549 ARE-Fluc cells, CellTiter-Fluor viability, 18-24 h. Potency, µM (top dose mostly 46 µM), without a hit: at the highest dose activity change, negative = cytotoxicity, hits mostly inhibitors. hit rate 0.16% among 390,000; further: potency means the concentration at half of the fitted maximal effect; on the % scale 0 is the no-effect control and ±100 the full control effect
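A549 ARE_Fluc cells in 5% FBS OPTI-MEM were exposed to compounds in concentration-response for 18-24 h at 37 deg C. Viability was read by CellTiter-Fluor fluorescence (Ex 405/Em 525) after 30 min, before the luciferase read.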
ATXN2 expr inh = Primary qHTS for Inhibitors of ATXN expression; hit rate 0.72% among 360,000; AID 1745845, 2022; Potency, µM (highest dose often 57 µM), for the others: at the highest dose activity change, negative = inhibition, hits mostly inhibitors; HEK-293 ATXN2-luciferase reporter, luminescence, 24 h; further: potency means the concentration at half of the fitted maximal effect; on the % scale 0 is the no-effect control and ±100 the full control effect; nearly all actives have a fitted effect of over 55% in size
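qHTS (up to 57 uM final) was run with 24 h compound exposure of reporter cells at 37 °C. Each well was multiplexed: SteadyGlo luminescence measured ATXN2-luciferase expression after a fluorogenic Gly-Phe-AFC viability readout (25 uM final).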
MCF10A rereplic = A quantitative high throughput screen for small molecules that induce DNA re-replication in MCF 10a normal breast cells; hit rate 2.9% among 350,000; Potency, µM (titrated, usually from 46.1 µM), for the others: at the top dose activity, positive = re-replication, hits mostly activators; MCF 10A DNA re-replication, Hoechst nuclear intensity, 48 h; AID 624296, 2012; further: potency means the concentration at half of the fitted maximal effect; % of control where 0% means no effect; nearly all actives have a fitted effect of over 50% in size
Nrf2 ARE act = qHTS of Nrf2 Activators | AREc32 ARE-luciferase reporter (MCF7-derived line), luminescence, 24 h | Potency, µM (highest dose often 46.1 µM), for the others: at the top dose activation, actives largely listed as activators | hit rate 0.31% among 410,000; further: potency means the concentration at half of the fitted maximal effect; % of control where 0% means no effect; nearly all actives have a fitted effect of over 65% in size
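AREc32 cells carrying an ARE-driven firefly luciferase, 1000 cells/well in OPTI-MEM with 5% FBS, dosed after overnight attachment and incubated 24 hr at 37 deg C. Steady-Glo luminescence read after 30 min at RT.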
Nrf2 inh = Nrf2 qHTS screen for inhibitors; A549 ARE-Fluc reporter, luciferase luminescence, 18-24 h; Potency, µM (doses to about 46 µM), for the others: at the top dose activity change, negative = inhibition, most hits filed as inhibitors; hit rate 2.1% among 360,000; further: potency means the concentration at half of the fitted maximal effect; on the % scale 0 is the no-effect control and ±100 the full control effect; nearly all actives have a fitted effect of over 60% in size
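In this cell-based qHTS, ARE-driven firefly luciferase in A549 cells reports Nrf2 activity; the luminescent signal after BugLite lysis is the measured value, with a prior CellTiter-Fluor read for cell health.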
ATXN viability = Viability Counterscreen for Primary qHTS for Inhibitors of ATXN expression; S2 cells (HEK-293 line with an ATXN2-luciferase reporter) viability, CellTiter-Fluor protease fluorescence, 24 h; Potency, µM (top dose mostly 56.7 µM), hits mostly cytotoxic; hit rate 0.49% among 400,000; further: potency means the concentration at half of the fitted maximal effect; nearly all actives have a fitted effect of over 40% in size
Active calls of the source: *; i = inactive; ? = inconclusive; . = no result given; & = joins results of further samples; [ ] = another dose, or the depositor's remark. Unless noted, the call rests on the fitted dose curve; in most records, active means well fitted curve in the direction sought with a large enough effect; inconclusive means small, poorly fitted or top-dose-only effect, or another doubt; inactive means no such curve, though single readings can be large; an effect the other way counts as inactive or inconclusive.

No.	molecule	IL-1B inflam inh	TGFb SMAD3 inh	HepG2 viability	A549 viability	ATXN2 expr inh	MCF10A rereplic	Nrf2 ARE act	Nrf2 inh	ATXN viability
1	O=C(Nc1ccccc1F)N(Cc1ccc(F)cc1)Cc1nc2ccccc2c(=O)[nH]1	35	-9%	-15%	0%	7%	5%	-0.9%	-11%	i
2	CC(C)C(=O)Nc1ccc(-c2nc3ncccc3o2)cc1	?	11%	2%	0%	.	17%	-0.6%	?	i
3	C=CCn1c(SCCN2CCOCC2)nc2c1c(=O)[nH]c(=O)n2C	27	7%	-8%	-7%	0%	-3%	-0.3%	-22%	i
4	CCCCN(Cc1ccccc1)S(=O)(=O)c1ccc2c(c1)CCN2C(=O)C1CCC1	.	6%	7%	2%	3%	.	-1.0%	2%	?
5	Cc1cccc(-n2ncc(C#N)c2N)c1	-7	7%	-12%	-19%	3%	5%	0.7%	.	i
6	CCCCn1c(N)c(N(C)C(=O)C2CCCC2)c(=O)[nH]c1=O	19	26%	2%	-12%	.	8%	-0.5%	5%	i
7	CC(Sc1nnc2ccccn12)C(=O)Nc1ccc2c(c1)OCCO2 (stereo not given)	-5	10%	4%	2%	27%	1%	0.4%	?	i
8	Cc1ccccc1CN(c1ccc(C(=O)Nc2cccnc2)cc1)S(C)(=O)=O	-17	0%	-1%	-7%	.	2%	-0.5%	2%	.
9	O=C(CCc1cn(Cc2ccc(F)cc2)c2ccccc12)NCCc1ccc(Cl)cc1	.	-27%	-35%	8%	.	.	3.4%	3%	.
10	Cc1c(CN(C)C)c2c(n1Cc1ccccc1)C(=O)c1ccccc1-2	-63*	19%	-61%	-13%	-18%	4%	2.6%	-19%	?
11	O=C(CC1SC(=O)N(Cc2cccc3ccccc23)C1=O)Nc1nccs1 (stereo not given)	11	-10%	-30%	-17%	-14%	?	2.9%	?	i
12	Cc1oncc1C(=O)NC1CCCCC1	9	-2%	5%	-2%	-4%	-3%	0.2%	19%	i
13	CCCn1ncc(CN2CCC(CO)(Cc3ccc(OC)cc3)CC2)c1C	-14	-11%	-9%	0%	-11%	?	-0.1%	3%	i
14	CCN1CCN(C(c2cccs2)C(C)NS(=O)(=O)c2ccc(C)cc2)CC1 (stereo not given)	-8	2%	-4%	1%	.	9%	-0.3%	12%	i
15	COCCNC(=O)CN(C(=O)CCC(=O)Nc1ccccn1)c1ccc(C)cc1	0	-22%	-10%	14%	-5%	-2%	1.1%	1%	i
16	Fc1ccccc1COc1ccc(Br)cc1CNCC1CCCO1 (stereo not given)	?	-4%	-62%	-11%	-37%	19%	-0.9%	5%	?
17	O=C(Nc1ccccc1)C1C2CCC3C(CCC21)C3(Cl)Cl (stereo not given)	-23	-7%	-12%	?	-10%	12%	0.4%	?	i
18	Cc1ccc(S(=O)(=O)Nc2ccc(Br)cc2C(NCC(=O)O)c2ccccc2)cc1 (stereo not given)	8	?	-4%	-8%	3%	?	0.1%	-17%	i
19	CC(=O)N1CCN(CC(O)Cn2c3ccccc3c3ccccc32)CC1 (stereo not given)	-2	0%	-1%	5%	-3%	-14%	-0.5%[9.22 µM]	-11%	i
20	C[C@]12CCC(=O)C=C1CC[C@@H]1[C@@H]2[C@@H](O)C[C@]2(C=O)[C@@H](C(=O)CO)CC[C@@H]12	-21	18%	-2%	-13%	-10%	-10%	-0.1%	?	i
21	CCn1c(=O)c2sccc2n2c(CCCC(=O)N3CCN(c4ccc(F)cc4)CC3)nnc12	.	?	-13%	8%	.	.	-0.3%	-14%	.
22	COc1cccc(C(=O)Nc2cc(=O)n(C)c(=O)n2C)c1	20	16%	-1%	7%	-5%	9%	-0.3%	15%	i
23	CCCCn1c(N)c(N(CCC(C)C)C(=O)C2CC(=O)N(Cc3ccc(C)cc3)C2)c(=O)[nH]c1=O (stereo not given)	-7	1%	-15%	-12%	-4%	6%	-0.4%	-15%	i
24	O=[N+]([O-])c1cccc(-c2nn(-c3ccccc3)cc2CO)c1	-20	?	-30%	-1%	.	1%	?	14%	i
25	O=C(Cc1ccc(Cl)cc1)Nc1ccc(CN2CCCCC2)cc1	?	-3%	-10%	-3%	-22%	?	0.3%	?	i
26	Cc1nnc(N2C(=O)C(=O)/C(=C(\O)c3ccc4c(c3)CC(C)O4)C2c2ccccc2)s1 (stereo not given)	4	-11%	-8%	1%	-9%	3%	0.2%	4%	i
27	COc1ccc(N2CCN(C(=O)CNS(=O)(=O)c3ccc(Br)s3)CC2)cc1	-5	?	7%&-13%	2%&-2%	-20%&-15%	?	2.0%&0.2%	-24%&-20%	i
28	O=C(Cn1cnc2cc([N+](=O)[O-])ccc2c1=O)Nc1ccccc1Cl	23	-9%	-2%	4%	-16%	-1%	1.8%	-28%	i
29	Cn1c2ccc(F)cc2c2ncn(CCN3CCOCC3)c(=O)c21	13	11%	-30%	0%	-1%	13%	3.1%	9%	i
30	Cc1c(OC(C)C(=O)NCCCn2ccnc2)ccc2c3c(c(=O)oc12)CCC3 (stereo not given)	12	1%	-13%	11%	-4%	14%	-0.4%	-9%	i

Given in transposed form: 4 of the compounds above.
[4] CCCCN(Cc1ccccc1)S(=O)(=O)c1ccc2c(c1)CCN2C(=O)C1CCC1
[12] Cc1oncc1C(=O)NC1CCCCC1
[25] O=C(Cc1ccc(Cl)cc1)Nc1ccc(CN2CCCCC2)cc1
[16] Fc1ccccc1COc1ccc(Br)cc1CNCC1CCCO1 (stereo not given)

assay / entry,4,12,25,16
IL-1B inflam inh,.,9,?,?
TGFb SMAD3 inh,6%,-2%,-3%,-4%
HepG2 viability,7%,5%,-10%,-62%
A549 viability,2%,-2%,-3%,-11%
ATXN2 expr inh,3%,-4%,-22%,-37%
MCF10A rereplic,.,-3%,?,19%
Nrf2 ARE act,-1.0%,0.2%,0.3%,-0.9%
Nrf2 inh,2%,19%,?,5%
ATXN viability,?,i,i,?

(more compounds)
Below each SMILES: IL-1B inflam inh	TGFb SMAD3 inh	HepG2 viability	A549 viability	ATXN2 expr inh	MCF10A rereplic	Nrf2 ARE act	Nrf2 inh	ATXN viability
31. Cc1noc(C)c1C(=O)OCC(=O)Nc1cccc(S(=O)(=O)N(C)C)c1
    38	-11%	4%	-1%	-3%	4%	-0.7%	?	i
32. CCOc1ccc(C(=O)Nc2ccc(N3CCN(C(C)=O)CC3)cc2)cc1[N+](=O)[O-]
    -1	1%	-7%	6%	.	-2%	3.4%	?	i
33. COc1ccc(OC)c(C(=O)CN2CCN(S(=O)(=O)c3ccc(Br)cc3)CC2)c1
    -12	0%	-30%	0%	-4%	23µM*	0.4%	.	i
34. CCN(CC(=O)Nc1c(F)cccc1F)C(=O)Cn1c(=O)cnc2ccccc21
    -8	1%	6%	2%	-4%	6%	-1.5%	7%	i
35. COc1ccc(NC(=O)c2cc(S(=O)(=O)N3CCCCC3)c[nH]2)cc1Cl
    -4	8%&-6%	-17%&-6%	0%&5%	-13%	1%	0.0%&-0.4%	6%&-24%	i
36. CC(C)Cn1[nH]c2c3c(ccc2c1=O)C(=O)c1ccccc1C3=O
    -7	?	-27%	?	-11%	?	-0.8%	?	i
37. CCC(CC)c1nnc(NC(=O)c2cccnc2SC)s1
    17	-3%	-34%	2%	-15%	3%	-0.1%	6%	i
38. COc1ccc(NC(=O)CSc2nnc(NC(C)=O)s2)c([N+](=O)[O-])c1
    -2	-2%	8%	-5%	18%	-2%	2.5%	3%	i
39. Cc1ccccc1OCCC(=O)N(Cc1ccccc1)c1c(N)n(Cc2ccccc2)c(=O)[nH]c1=O
    -3	-25%	-17%	-1%	-16%	?	0.2%	2%	i
40. Cc1cc(C)nc(-n2nc(C)cc2NC(=O)CNC(C)c2ccccc2)n1 (stereo not given)
    10	-2%	5%	-2%	-3%	-2%	0.3%	11%	i
41. CN(Cc1c(C(=O)N/N=C/c2ccccc2F)nnn1-c1nonc1N)c1ccccc1
    -18	?	-37%	1%	.	?	3.7%	7%	i
42. COC(=O)CN1C(=O)[C@@H]2[C@H](C1=O)[C@@H]1CC(C(=O)OC)=C[C@@H](C(=O)OC)[C@@H]3C1=C(C(=O)[C@@]3(C)NC(=O)c1ccccc1)[C@@H]2C
    20	-11%	0%	-3%	5%	-23%	-1.4%	7%	i
43. COc1ccc(-c2nc3c(C)cc(Br)cn3c2Cc2cccc(Cl)c2)cc1OC
    ?	?	-19%	.	-3%	.	8.8%	.	?
44. CCC(=O)N1CCc2cc(Br)cc(S(=O)(=O)N3CCCC(C(=O)Nc4ccc(OC)c(Cl)c4)C3)c21 (stereo not given)
    .	-1%	-39%	-5%	8%	.	-0.2%	8%	?
45. CCCS(=O)(=O)NC(=O)C1(C)CCCN(C(=O)c2cccc(Cl)c2)C1 (stereo not given)
    -10	4%	6%	.	14%	.	-0.1%	.	i
46. CC(C)(C)NC(=O)C1Cc2ccccc2CN1 (stereo not given)
    -10	10%	4%	1%	4%	2%	0.4%	?	i
47. c1ccc(-c2nnc3sc(Cc4cccs4)nn23)cc1
    -6	-7%	4%	12%	17%	16%	5.9%	13%	i
